# PRMT1 FP inh: PRMT1 methyltransferase inhibitors, primary screen, biochemical, fluorescence polarization. actives 1.3% (n = 370,000). recombinant PRMT1, activity-based probe fluorescence polarization. inhibition, % at 2.79 µM. AID 652257, 2013. Protein arginine N-methyltransferase 1 (Homo sapiens), Q99873;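 active = inhibition above about 21% made by adding two undisclosed values, limit read from the data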
# MBD2 DNA inh: inhibitors of MBD2 binding to methylated DNA, primary screen, biochemical, TR-FRET, DNA-binding domain, human. Methyl-CpG-binding domain protein 2 (Homo sapiens), Q9UBB5. MBD2 binding to methylated oligonucleotide. inhibition, % at 4.4 µM. actives 0.31% (n = 370,000); in the data active = inhibition above about 13%
# SIAE primary: human SIAE inhibitors, primary screen, biochemical, fluorescence polarization, FP-Rh probe, 1536-well HTS. Sialate O-acetylesterase (Homo sapiens), Q9HAT2. SIAE FP-Rh probe binding. inhibition, % at 9.66 µM. actives 0.69% (n = 370,000). AID 1053197, 2014;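 active = inhibition above a cutoff: mean of compounds within the control limits plus 3 SD of those, cut at about 17% in these data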;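 also: 0% = plate median of compound wells and 100% = probe without SIAE protein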
# Target sequence (Q9HAT2 whole entry, looked up): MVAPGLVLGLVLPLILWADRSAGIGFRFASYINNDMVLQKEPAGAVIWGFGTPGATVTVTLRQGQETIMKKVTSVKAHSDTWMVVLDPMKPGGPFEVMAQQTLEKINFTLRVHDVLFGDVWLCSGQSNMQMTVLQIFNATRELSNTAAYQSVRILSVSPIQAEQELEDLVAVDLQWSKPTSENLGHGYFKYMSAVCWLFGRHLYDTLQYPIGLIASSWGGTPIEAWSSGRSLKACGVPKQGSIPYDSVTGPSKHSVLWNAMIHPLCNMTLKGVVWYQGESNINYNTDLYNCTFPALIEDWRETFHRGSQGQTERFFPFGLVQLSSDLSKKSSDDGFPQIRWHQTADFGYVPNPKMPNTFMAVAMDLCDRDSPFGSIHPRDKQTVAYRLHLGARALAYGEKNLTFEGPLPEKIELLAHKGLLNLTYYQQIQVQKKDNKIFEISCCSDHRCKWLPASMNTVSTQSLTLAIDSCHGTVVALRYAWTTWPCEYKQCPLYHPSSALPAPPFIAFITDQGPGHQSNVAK
# rCAG RNA binder: binders of r(CAG) RNA repeats, primary screen, biochemical, fluorescence; actives 1.3% (n = 370,000); r(CAG) RNA repeat, TO-PRO-1 dye displacement fluorescence; inhibition, % at 3 µM;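 active = inhibition above the plate cutoff, the mean of all test compounds on that plate plus 3 SD, cut at about 35% in these data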;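 also: 0% = DMSO alone and 100% = 100 µM mitoxantrone as full dye displacement; higher means more dye released from RNA so lower well fluorescence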
# NPR2 activator: human GC-B receptor activators, primary screen, HEK293 GC-B cells, cGMP TR-FRET, EC30 CNP. activation, % at 10 µM. AID 1920062, 2024. 0% at EC30 CNP, 100% saturating CNP. Atrial natriuretic peptide receptor 2 (Homo sapiens), P20594. actives 0.11% (n = 370,000);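 active = activation at 10 µM reaching about 35% in either raw or pattern-adjusted values, limit read from the data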
# ABHD4 inh: ABHD4 inhibitors, primary screen, biochemical, fluorescence polarization, mouse. purified mABHD4, FP-Rh probe fluorescence polarization. (Lyso)-N-acylphosphatidylethanolamine lipase (Mus musculus), Q8VD66. actives 0.54% (n = 370,000). inhibition, % at 8.92 µM. AID 720543, 2013;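 active = inhibition exceeding the mean over every tested compound plus 3 SD, cut at about 30% in these data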;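 also: 0% = plate median of compound wells and 100% = S159A mutant with DMSO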
# Target sequence (Q8VD66 whole entry, looked up): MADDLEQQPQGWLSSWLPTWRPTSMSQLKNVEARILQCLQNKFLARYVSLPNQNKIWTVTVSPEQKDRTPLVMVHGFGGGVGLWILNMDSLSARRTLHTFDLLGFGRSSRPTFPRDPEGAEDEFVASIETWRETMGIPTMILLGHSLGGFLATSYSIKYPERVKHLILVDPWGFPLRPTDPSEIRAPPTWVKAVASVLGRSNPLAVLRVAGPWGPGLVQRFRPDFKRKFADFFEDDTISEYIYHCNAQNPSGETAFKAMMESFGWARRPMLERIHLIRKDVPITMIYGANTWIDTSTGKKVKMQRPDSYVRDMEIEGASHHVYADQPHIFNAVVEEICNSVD
#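 Test system: mABHD4 protein | Buffer or medium: HEPES pH 7.0 buffer, 150 mM NaCl, 0.01% Pluronic F-127 | Probe or stimulus: FP-Rh fluorescent activity-based probe, added after compound pre-incubation | Timing: Pre-incubation 45 min, probe exposure 60 min, at 25 °C | Technique: Fluorescence polarization, excitation 525 nm, emission 598 nm, BODIPY TMR filters | Repeats: Single well per compound (singlicate)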
# HTRA1 inhibitor: HTRA1 serine protease inhibitors, primary screen, biochemical, fluorescence polarization, HTS. Q92743. recombinant HTRA1, FP-rhodamine activity-based probe. inhibition, % at 5.96 µM. actives 0.5% (n = 340,000); in the data active = inhibition above about 36%;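 also: 0% = enzyme with DMSO and 100% = wells lacking enzyme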
# TCR CD3 inh: inhibitors of human TCR-CD3 interaction, primary screen, biochemical, fluorescence, TAMRA-labeled TCR probe | inhibition, % at 9.4 µM | actives 0.37% (n = 360,000); in the data active = inhibition above about 19%;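 also: recombinant mutant TCR 2C K166C tagged with TAMRA read by polarization; 0% = receptor in buffer alone and 100% = receptor with positive control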
# UHRF1 binding: UHRF1 methylated DNA binding inhibitors, primary screen, counter-screen for MBD2 inhibitor project, biochemical, TR-FRET, human UHRF1, single concentration; UHRF1 binding to methylated oligo; actives 0.75% (n = 370,000); inhibition, % at 4.4 µM; AID 687016, 2013; E3 ubiquitin-protein ligase UHRF1 (Homo sapiens), Q96T88; in the data active = inhibition above about 21%;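 also: UHRF1 SRA domain binding a hemimethylated CpG hairpin DNA probe; 0% = median of test compound wells and 100% = reference inhibitor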
# GC-A act: GC-A stimulated cGMP production enhancers – HEK293 GC-A cells, cGMP TR-FRET, EC30 ANP, primary screen; 0% at EC30 ANP, 100% saturating ANP; activation, % at 10 µM; actives 0.14% (n = 370,000); AID 1671463, 2021; in the data active = activation above about 40%
# Starred values were filed as active, the others as inactive; x = not tested or not shown.
# Every second line gives: PRMT1 FP inh	MBD2 DNA inh	SIAE primary	rCAG RNA binder	NPR2 activator	ABHD4 inh	HTRA1 inhibitor	TCR CD3 inh	UHRF1 binding	GC-A act
- N#Cc1c(N)n(-c2ccccc2)c(=O)c2cc([N+](=O)[O-])ccc12
  -1	2	0	0	2	1	-4	-3	0	5
- CCOC(=O)Nc1ccc([N+](=O)[O-])cc1C
  0	4	-6	-3	7	2	2	0	1	2
- O=C(COc1ccccc1Cl)Nc1ccc2oc(=O)ccc2c1
  -4	1	4	3	-4	5	-5	1	1	-2
- COc1cc(/C=C/C(=O)OCC(=O)NCc2ccco2)ccc1OCC#N
  -3	-9	1	0	0	0	-1	6	-4	-1
- COc1cc(NC(=O)c2ccc(Cl)cc2Cl)ccc1NC(=O)c1cccs1
  0	1	-3	0	1	2	2	5	-3	-3
- O=C(c1ccco1)N1CCN(CCCCN2C(=O)c3ccccc3C2=O)CC1
  2	2	5	-5	-3	1	-2	-3	3	1
- CCC(C(=O)NC1CCCCC1)N(CC1CCCO1)C(=O)CNS(=O)(=O)c1ccc(OC)cc1 (stereo not given)
  -3	-4	2	-11	-2	-1	-1	-1	-4	-7
- COc1ccc(Cc2nnc(NC(=O)c3ccc(OC)cc3OC)s2)cc1
  -3	-5	-7	4	3	-5	-15	1	-3	-2
- COc1ccc(C)cc1S(=O)(=O)N(C)CC(=O)NCc1ccccn1
  -2	1	1	-1	-3	-2	0	1	0	-1
- Cc1cc(C)c(C)c(OCC(O)CN2CCN(c3ccccn3)CC2)c1 (stereo not given)
  -5	-5	4	-11	-1	-1	-1	6	-4	-1

# (list continues)
# Every second line gives: PRMT1 FP inh	MBD2 DNA inh	SIAE primary	rCAG RNA binder	NPR2 activator	ABHD4 inh	HTRA1 inhibitor	TCR CD3 inh	UHRF1 binding	GC-A act
- COc1cccc(N2CCN(C(=O)C3CCCN(S(=O)(=O)c4ccc5c(c4)oc(=O)n5C)C3)CC2)c1 (stereo not given)
  1	-3	5	2	3	5	1	0	-1	0
- COc1ccc(CN(C)CCc2ccccn2)c(OC)c1OC
  9	7	2	1	2	8	-4	2	7	-8
- CCCCCCN1CCS(=O)(=O)N(Cc2ccc(Cl)cc2)C(C(=O)OC)C1 (stereo not given)
  4	0	4	-1	0	-2	x	x	0	-1
- Cc1ccc(NC(=O)c2ncn(CCCNCC3CCCO3)n2)cc1C (stereo not given)
  -2	-3	6	3	-2	3	3	6	-1	2
- CC(=O)Oc1ccc2c(=O)oc(-c3ccccc3)nc2c1
  1	7	-2	2	-9	9	-4	-7	-1	2
- CCC(C)Nc1nc(N)c([N+](=O)[O-])c(N2CCCCCC2)n1 (stereo not given)
  4	9	-1	-7	3	6	-9	2	1	8
- COc1ccc(S(=O)(=O)N2CCc3ccccc32)cc1C(=O)N(CC(C)C)C1CCS(=O)(=O)C1 (stereo not given)
  0	3	-3	0	4	0	-3	0	1	0
- CC(C)Cc1nc(C(N)=O)c2[nH]c(=O)n(-c3ccc(F)cc3)c2n1
  -1	0	-7	2	-1	-2	5	15	1	-1
- COc1ccc(OC)c(S(=O)(=O)NCC(c2ccc(F)cc2)N2CCN(C)CC2)c1 (stereo not given)
  0	4	0	-8	-7	0	3	1	0	-6
- CC(C)(C)c1ccc(-c2nnc(SCC(=O)Nc3ccc(S(=O)(=O)Nc4nccs4)cc3)n2Cc2ccco2)cc1
  22*	-1	-29	51*	7	-52	x	x	1	-2

# New compounds follow:
# Every second line gives: PRMT1 FP inh	MBD2 DNA inh	SIAE primary	rCAG RNA binder	NPR2 activator	ABHD4 inh	HTRA1 inhibitor	TCR CD3 inh	UHRF1 binding	GC-A act
- COc1ccccc1-c1ccc(=O)n(CC(=O)NC(C)(C)C)n1
  -3	3	-4	-2	0	-1	-1	3	-2	5
- CCN(CC)C(=O)Cn1cnc2sc(C(=O)Nc3cc(OC)c(OC)c(OC)c3)c(C)c2c1=O
  -1	-2	2	-7	-6	2	-5	-1	5	-1
- Cc1ccc(-c2nnn(CCC(=O)Nc3ccc4c(c3)OCO4)n2)cc1
  -2	0	-1	4	-6	4	1	3	0	-1
- COc1ccc(N(CC(=O)Nc2cccnc2)S(=O)(=O)c2ccccc2)cc1OC
  2	-4	0	-1	1	4	2	3	0	-2
- O=C(NC(=S)Nn1cnc2c(cnn2-c2ccccc2)c1=O)c1ccc(Oc2ccccc2)cc1
  -3	-2	3	7	-2	-3	9	2	-2	-5
- COC(=O)COc1ccc(C2NC(=O)NC(c3ccccc3)=C2C(C)=O)cc1OC (stereo not given)
  -1	-2	-6	-1	5	-6	0	6	1	5
- CC1CCN(c2nc(-c3ccc(F)cc3)cc(C(F)(F)F)n2)CC1
  -3	0	0	6	-2	-1	5	-7	-2	1
- CCN(C(=O)c1ccc2c(=O)n3c(nc2c1)CCCCC3)c1cc(OC)ccc1OC
  2	-1	6	-5	-2	2	5	2	2	-3
- Cn1nnnc1Sc1ncnc2scc(-c3ccsc3)c12
  2	-5	7	-2	9	-4	-2	8	-4	0
- CCn1nc(C(=O)Nc2nc(-c3ccccn3)cs2)c2ccccc2c1=O
  4	27*	-4	3	7	4	5	-6	-3	6

# Further compounds.
# Every second line gives: PRMT1 FP inh	MBD2 DNA inh	SIAE primary	rCAG RNA binder	NPR2 activator	ABHD4 inh	HTRA1 inhibitor	TCR CD3 inh	UHRF1 binding	GC-A act
- CNS(=O)(=O)c1cccc(C(=O)OCC(=O)/C=C2/N(C)c3ccccc3C2(C)C)c1
  -4	-5	-5	-6	6	-23	-16	6	-5	7
- CNC(C)C(=O)NC(C(=O)N1CCCC1C(=O)NC1CCCc2ccccc21)C(C)C (stereo not given)
  -1	7	4	-6	2	3	5	-8	1	-1
- O=C(COc1ccc(F)cc1)N/N=C/c1cccc2cccnc12
  0	-3	1	-1	-4	-9	-5	1	-5	3
- CCc1nnc(NC(=O)c2cc3ccccc3oc2=O)s1
  -4	-3	6	2	0	0	-3	6	-1	2
- Cc1nn(-c2cccc(C(=O)O)c2)c(C)c1[N+](=O)[O-]
  0	1	3	2	6	-4	7	4	-3	-3
- COC(=O)[C@]12C[C@H](CC(=O)NCc3cccs3)C(=O)N(Cc3ccco3)C1=C[C@H](C(C)(C)C)O[C@@H]2C
  4	2	9	2	-22	-1	x	x	2	-29
- CC(C)(C)C1CCC(C(=O)OCC(=O)c2ccc[nH]2)CC1 (stereo not given)
  0	4	-1	-5	-4	-15	-20	1	3	3
- CCNC(=S)N1CCN(S(=O)(=O)c2ccc(Cl)s2)CC1
  -2	4	2	0	1	-6	2	5	3	1
- COc1ccc2ncc(OC(C)=O)cc2c1
  -1	6	10	-3	3	0	3	5	-3	3
- CCC(=O)N1CCN(c2ccccc2NC(=O)COc2cccc(C)c2)CC1
  1	5	-1	-9	6	5	-9	2	1	-4

# 11 entries from above, with bars between the fields:
Structure | PRMT1 FP inh | MBD2 DNA inh | SIAE primary | rCAG RNA binder | NPR2 activator | ABHD4 inh | HTRA1 inhibitor | TCR CD3 inh | UHRF1 binding | GC-A act
CC1CCN(c2nc(-c3ccc(F)cc3)cc(C(F)(F)F)n2)CC1 | -3 | 0 | 0 | 6 | -2 | -1 | 5 | -7 | -2 | 1
CCN(C(=O)c1ccc2c(=O)n3c(nc2c1)CCCCC3)c1cc(OC)ccc1OC | 2 | -1 | 6 | -5 | -2 | 2 | 5 | 2 | 2 | -3
Cn1nnnc1Sc1ncnc2scc(-c3ccsc3)c12 | 2 | -5 | 7 | -2 | 9 | -4 | -2 | 8 | -4 | 0
CCn1nc(C(=O)Nc2nc(-c3ccccn3)cs2)c2ccccc2c1=O | 4 | 27* | -4 | 3 | 7 | 4 | 5 | -6 | -3 | 6
CNS(=O)(=O)c1cccc(C(=O)OCC(=O)/C=C2/N(C)c3ccccc3C2(C)C)c1 | -4 | -5 | -5 | -6 | 6 | -23 | -16 | 6 | -5 | 7
CNC(C)C(=O)NC(C(=O)N1CCCC1C(=O)NC1CCCc2ccccc21)C(C)C (stereo not given) | -1 | 7 | 4 | -6 | 2 | 3 | 5 | -8 | 1 | -1
O=C(COc1ccc(F)cc1)N/N=C/c1cccc2cccnc12 | 0 | -3 | 1 | -1 | -4 | -9 | -5 | 1 | -5 | 3
CCc1nnc(NC(=O)c2cc3ccccc3oc2=O)s1 | -4 | -3 | 6 | 2 | 0 | 0 | -3 | 6 | -1 | 2
Cc1nn(-c2cccc(C(=O)O)c2)c(C)c1[N+](=O)[O-] | 0 | 1 | 3 | 2 | 6 | -4 | 7 | 4 | -3 | -3
COC(=O)[C@]12C[C@H](CC(=O)NCc3cccs3)C(=O)N(Cc3ccco3)C1=C[C@H](C(C)(C)C)O[C@@H]2C | 4 | 2 | 9 | 2 | -22 | -1 | x | x | 2 | -29
CC(C)(C)C1CCC(C(=O)OCC(=O)c2ccc[nH]2)CC1 (stereo not given) | 0 | 4 | -1 | -5 | -4 | -15 | -20 | 1 | 3 | 3

# New compounds follow.
# Every second line gives: PRMT1 FP inh	MBD2 DNA inh	SIAE primary	rCAG RNA binder	NPR2 activator	ABHD4 inh	HTRA1 inhibitor	TCR CD3 inh	UHRF1 binding	GC-A act
- COc1ccc(N(CC(=O)NC2CCCC2)C(=O)CCC(=O)Nc2cc(C)on2)cc1OC
  2	1	-8	-7	3	1	2	-1	0	6
- O=C(Nc1ccc(Cl)c(Cl)c1)C1CCN(C(=O)c2ccco2)CC1
  -4	-4	-1	-2	-2	-12	-8	10	0	1
- Cc1ccc(NC(=S)NC2CCCCC2)cc1S(=O)(=O)N(C)C
  -1	3	-4	3	1	-4	-4	2	2	0
- Cc1ccc(-c2nnn(CC(=O)N3CCN(c4ccccc4)CC3)n2)o1
  -5	-2	12	-2	1	2	9	-3	3	0
- CN(CC1COCCO1)C(=O)c1cc(COc2c(F)cccc2F)on1 (stereo not given)
  5	7	-4	-9	-2	-10	-2	-1	6	1
- Cn1c(CSc2nc3ccccc3s2)nnc1SCC(=O)NCc1cccnc1
  2	1	0	-5	3	-7	8	-4	0	1
- CCOC(=O)C(Cc1ccc(NC(C)=O)cc1)N1C(=O)c2ccccc2C1=O (stereo not given)
  6	17*	-7	3	-1	-7	3	-9	20	-3
- CCN(C(=O)COC(=O)c1ccc(OC)c(S(=O)(=O)N(C)Cc2ccccc2)c1)C1CCS(=O)(=O)C1 (stereo not given)
  -4	-4	-4	-5	2	0	-9	2	0	1
- CC(C)(C)OC(=O)NCCCCCc1nnc(SCC(N)=O)o1
  0	-1	0	-2	-2	-3	4	7	2	0
- O=C(CCCOc1ccccc1)NC(=S)Nc1ccccc1
  -2	2	3	0	-6	-13	-35	4	-3	3
- NC1=NC[C@H](Cc2ccccc2)N1CCc1cccc(F)c1
  1	3	0	9	-7	5	1	6	-1	-2
- Cc1ccc(NC(=O)COC(=O)CCn2c(C)csc2=O)cc1S(=O)(=O)N1CCOCC1
  0	0	1	0	0	1	2	-1	-3	-2

# The list is partial; rates above refer to the full screens.
